# Compound activity from PubChem.
# sPLA2-III inh – Blocks human group III sPLA2 activity | Q9NZ20 | QFRET BODIPY PC-A2 liposome hydrolysis, fluorescence | inhibition, % at 12.2 µM | 370,000 compounds, 0.56% hits;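 active = inhibition above mean plus 3 SD of compounds lying within the high and low control bounds, cut at about 19% in these data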;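 also: 0% = median of test compound wells and 100% = no enzyme DMSO wells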
# Target sequence (Q9NZ20 whole entry, looked up): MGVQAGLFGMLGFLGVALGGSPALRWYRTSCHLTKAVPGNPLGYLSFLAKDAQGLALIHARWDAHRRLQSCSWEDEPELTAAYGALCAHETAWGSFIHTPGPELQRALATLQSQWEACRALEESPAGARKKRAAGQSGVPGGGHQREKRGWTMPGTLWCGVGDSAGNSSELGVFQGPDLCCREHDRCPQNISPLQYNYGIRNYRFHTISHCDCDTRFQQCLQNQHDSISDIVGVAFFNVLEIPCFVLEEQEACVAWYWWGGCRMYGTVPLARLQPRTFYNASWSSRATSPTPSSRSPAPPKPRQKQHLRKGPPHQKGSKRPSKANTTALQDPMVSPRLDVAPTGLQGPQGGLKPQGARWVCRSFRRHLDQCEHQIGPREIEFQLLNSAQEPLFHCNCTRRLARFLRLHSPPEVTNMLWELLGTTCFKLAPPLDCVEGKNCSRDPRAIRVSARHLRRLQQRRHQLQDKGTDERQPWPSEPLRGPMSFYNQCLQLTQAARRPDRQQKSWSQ
# GC-B act – GC-B (human) receptor activation; P20594; HEK293-GC-B cells, CNP EC30, cGMP TR-FRET; 0% at EC30 CNP, 100% saturating CNP; activation, % at 10 µM; 370,000 compounds, 0.11% hits; AID 1920062;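 active = activation at 10 µM reaching about 35% in either raw or pattern-adjusted values, limit read from the data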
# GC-A act – GC-A (human) enzyme activation; HEK293 GC-A cells, cGMP TR-FRET, EC30 ANP; 0% at EC30 ANP, 100% saturating ANP; 370,000 compounds, 0.14% hits; P16066; activation, % at 10 µM; AID 1671463; in the data active = activation above about 40%
# DAX1 inh-1 – inhibitors of DAX1 repression of SF-1 activated StAR promoter; inhibition, % at 6.8 µM; HEK293T StAR-luciferase reporter, SF-1/DAX-1 repression relief; 370,000 compounds, 1.1% hits; AID 652010;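 active = inhibition above the mean over all tested compounds plus 3 SD, cut at about 3.6% in these data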;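 also: 0% = DAX-1 cells with DMSO and 100% = cells lacking DAX-1 with DMSO; higher inhibition means more luminescence from relief of DAX-1 repression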
# FXN GAA850 act – activators of GAA850 frataxin (FXN) promoter. activation, % at 6 µM. HEK293 lucGAA850 FXN promoter luciferase reporter, 24 h; percent of 10 µM SAHA response. AID 540364. 360,000 compounds, 0.56% hits;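 active = activation above the average of all compounds screened plus 3 SD, cutoff fixed separately per campaign, cut at about 7.5% in these data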;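 also: 0% = DMSO wells and 100% = 10 µM SAHA wells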
# DAX1 inh-2 – NR0B1 (DAX1) inhibition; P51843; HEK293 Gal4-DAX1 luciferase reporter, luminescence; inhibition, % at 6.75 µM; 340,000 compounds, 0.99% hits; AID 504766;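 active = inhibition above the mean over all tested compounds plus 3 SD, cut at about 4.2% in these data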;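 also: 0% = DAX1-transfected cells with DMSO and 100% = empty-vector control cells with DMSO; inhibition shows as a rise in luminescence from relieved DAX1 repression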
# Target sequence (P51843 207-470 limits assumed): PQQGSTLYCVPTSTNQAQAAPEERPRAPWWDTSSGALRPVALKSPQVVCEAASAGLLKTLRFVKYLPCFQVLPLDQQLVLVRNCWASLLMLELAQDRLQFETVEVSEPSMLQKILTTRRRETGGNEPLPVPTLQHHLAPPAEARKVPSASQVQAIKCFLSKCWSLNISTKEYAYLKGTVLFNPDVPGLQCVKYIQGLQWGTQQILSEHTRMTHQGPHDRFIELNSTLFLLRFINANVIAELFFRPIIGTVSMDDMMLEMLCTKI
# proKLK7 act – activators of human kallikrein-7 zymogen; P49862; purified proKLK7, EDANS-DABCYL substrate fluorescence; 100% is mature enzyme control, 0% vehicle; activation, % at 7 µM; 370,000 compounds, 0.9% hits; AID 652039;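 active = activation above the mean of all tested compounds plus 3 SD, computed per campaign excluding outliers beyond control limits, cut at about 13% in these data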
# Target sequence (P49862 whole entry, looked up): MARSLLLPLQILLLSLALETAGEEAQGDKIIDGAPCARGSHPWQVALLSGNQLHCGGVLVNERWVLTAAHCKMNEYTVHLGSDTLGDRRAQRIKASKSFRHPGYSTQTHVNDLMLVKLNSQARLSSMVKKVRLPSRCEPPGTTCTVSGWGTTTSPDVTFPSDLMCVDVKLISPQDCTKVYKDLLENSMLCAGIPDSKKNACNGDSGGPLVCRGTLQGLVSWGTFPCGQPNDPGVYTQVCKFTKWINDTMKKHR
# hgDAF-12 ag – activates the H. glycines DAF-12 receptor ligand-binding domain | HEK293 GAL4-hgDAF12 UAS-luciferase reporter, agonist luminescence; normalized to butyrate control | activation, % at 6.8 µM | 370,000 compounds, 1.8% hits | AID 687014;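 active = activation above a cutoff set at the mean of all screened compounds plus 3 SD, cut at about 10% in these data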;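 also: 0% = DMSO wells and 100% = sodium butyrate wells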
# ssDAF-12 act – S. stercoralis DAF-12 activation, primary screen. activation, % at 6.8 µM. HEK293 ssDAF-12/GRIP1 lit1-tk-luc reporter, luminescence; % of 3 µM dafachronic acid response. 370,000 compounds, 1% hits;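 active = activation above the mean over all tested compounds plus 3 SD, cut at about 0.9% in these data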;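 also: 0% = DMSO-only wells and 100% = 3 µM delta7-dafachronic acid wells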
# hcDAF12 agonist – activates DAF-12 receptor from parasite H. contortus; activation, % at 6.8 µM; 370,000 compounds, 1.4% hits; HEK293 hcDAF-12 lit1-tk-luc reporter, luminescence; 0% DMSO, 100% Δ7-dafachronic acid;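 active = activation above the mean of all tested compounds plus 3 SD, cut at about 5.5% in these data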;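 also: 100% = response to 3 µM Δ7-dafachronic acid high control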
# SMARCA2 act – increases SMARCA2 function in MMTV reporter cells; MG213 cells, MMTV-luciferase reporter, dexamethasone, overnight; activation, % at 9.1 µM; 370,000 compounds, 1% hits; AID 652017; in the data active = activation above about 7.8%;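 also: 0% = vehicle wells and 100% = reference activator wells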
# Numbers without * were called inactive; x = not tested or not shown.
SMILES,sPLA2-III inh,GC-B act,GC-A act,DAX1 inh-1,FXN GAA850 act,DAX1 inh-2,proKLK7 act,hgDAF-12 ag,ssDAF-12 act,hcDAF12 agonist,SMARCA2 act
O=C1N(Cc2cccc(Cl)c2)C[C@@H]2C[C@@H](c3c[nH]c4ccccc34)N3CCC[C@@]123,-16,-13,-24,0.3,-0.9,-1.2,-1.1,0.7,0.3,3.2,-2
COc1ccccc1-c1cnc(C(O)c2ccc(Cl)c(F)c2)[nH]1 (stereo unspecified),-1,0,1,-0.3,1.9,x,-0.5,-3.3,-1.1,-0.1,-2
COc1c(C)cccc1C(=O)NCCCNC(=O)c1ccc(C)nc1,-2,-4,-2,0.0,-1.1,0.0,-0.2,-0.1,-1.2,-1.1,-4
CCCCN(C(=O)CNC(=O)c1ccco1)C(C(=O)NC1CCCC1)c1ccc(OC)cc1 (stereo unspecified),-2,-10,-12,0.0,1.4,-1.3,0.7,-3.6,-1.4,-1.2,2
CC(Sc1nncn1C)C(=O)Nc1nnc(C(C)C)s1 (stereo unspecified),14,2,3,0.4,0.2,2.0,-0.4,3.1,-1.6,-1.0,0
NC(=O)C1=CN(Cc2ccc(Cl)cc2)CCC1C(F)(F)F (stereo unspecified),3,-8,-2,-0.2,1.2,2.1,0.3,-3.3,-1.3,0.7,-5
C[C@H]1CCC(=O)N([C@H](CSc2ccc(Br)cc2)Cc2ccccc2)CC1,-3,-11,-11,-0.3,1.5,0.1,-0.2,0.0,-1.1,-1.4,2
CC(C)(C)c1ccc(C(=O)CS(=O)(=O)c2ccccc2)cc1,-4,4,2,1.2,7.3,0.9,0.0,9.3,-0.8,3.5,8
Cc1cccn2c(=O)c3cc(C(=O)NC4CCCCC4)n(C)c3nc12,5,1,12,-2.2,-0.9,2.2,0.7,-1.6,-1.5,1.9,-1
COc1cc([N+](=O)[O-])ccc1NC(=O)NCc1ccccn1,-3,0,-2,-0.6,0.3,0.1,-0.2,2.5,-1.1,1.8,0
CN(Cc1ccccc1)C(=O)c1[nH]cnc1C(=O)Nc1cccc(Cl)c1,-11,-5,-3,-0.2,4.2,1.6,0.4,2.4,-0.9,0.7,2
COc1cc(C(=O)O)ccc1Cl,1,-2,2,0.0,0.3,0.7,0.3,1.3,-1.4,-0.4,0
O=c1oc2ccccc2c(O)c1/C=N/c1ncccn1,-13,0,2,-0.4,0.3,-0.3,-0.7,-0.9,-1.8,-0.5,2
CSc1ccc(CN2CCC(n3nccc3NC(=O)c3ccccc3C)CC2)cc1,-13,6,1,-0.5,-3.1,0.1,0.1,-3.2,-1.1,0.1,-3
Cc1ccc(-n2c(C)c(C)c3c(NCCCO)ncnc32)cc1,-5,-2,-5,1.6,4.2,0.1,0.4,3.5,-0.8,1.6,10*
O=C(NCc1ccc(F)cc1)C(c1ccccc1)N(C(=O)c1csnn1)C1CCCC1 (stereo unspecified),0,-8,-10,-0.4,-0.5,3.6,0.5,0.5,-0.8,-1.1,-3
Cc1cc(C)cc(NC(=O)CSc2ccc(-c3ccco3)nn2)c1,-4,2,-1,-1.5,-0.4,-0.4,0.4,-1.4,-1.7,-2.6,-1
CN(c1ccccc1)c1nc2ccsc2c(=O)s1,-4,5,6,0.1,7.7*,2.9,1.1,8.1,0.1,1.6,7
CC1CCCN(C(=O)c2ccc3c(=O)n(Cc4ccc5c(c4)OCO5)c(=S)[nH]c3c2)C1 (stereo unspecified),4,2,4,0.3,-4.2,-1.3,0.1,-1.5,-0.7,0.1,-2
CN(Cc1ccccc1)C1=CC(=[N+]2CCCC2)CC(C)(C)C1,5,7,-3,-3.3,-6.5,-5.0,-0.6,-11,-2.9,-4.6,-8
O=C(Nc1ccc2c(c1)CCC2)c1cccc(OC(F)F)c1,-7,-12,2,2.7,2.6,x,0.4,11*,1.3*,7.4*,6
CCn1ccc(C(=O)Nc2ccc(S(=O)(=O)Nc3ccccc3OC)cc2)n1,-10,3,-1,-1.1,x,x,-0.7,-0.5,-1.7,-3.4,-3
CC(C)(C)c1cc(C(=O)Nc2ccccc2)ccn1,5,1,1,-0.8,-1.6,0.7,0.3,1.9,-1.0,-2.1,-6
CCOc1ncccc1C(=O)Nc1cc(S(=O)(=O)N2CCOCC2)ccc1OCC(F)(F)F,4,-8,2,-0.5,1.1,0.4,0.0,-0.5,-0.3,0.0,0
CN1CCN(S(=O)(=O)NC[C@H]2O[C@@H](n3cnc4c(N)ncnc43)[C@H](O)[C@@H]2O)CC1,3,-2,-1,0.8,1.0,-0.7,-0.3,1.7,-0.2,0.2,-1

# Continued; it opens with the two that closed the last part.
SMILES,sPLA2-III inh,GC-B act,GC-A act,DAX1 inh-1,FXN GAA850 act,DAX1 inh-2,proKLK7 act,hgDAF-12 ag,ssDAF-12 act,hcDAF12 agonist,SMARCA2 act
CCOc1ncccc1C(=O)Nc1cc(S(=O)(=O)N2CCOCC2)ccc1OCC(F)(F)F,4,-8,2,-0.5,1.1,0.4,0.0,-0.5,-0.3,0.0,0
CN1CCN(S(=O)(=O)NC[C@H]2O[C@@H](n3cnc4c(N)ncnc43)[C@H](O)[C@@H]2O)CC1,3,-2,-1,0.8,1.0,-0.7,-0.3,1.7,-0.2,0.2,-1
COc1cccc(CNc2nc3cc(-c4ccccc4C)sc3c(=O)n2C)c1OC,-3,0,-3,-1.4,1.4,x,0.3,-2.6,-1.0,-2.0,-3
CC(C)Oc1ccc(CN2CCC(n3nccc3NC(=O)c3cccnc3)CC2)cc1,0,6,-1,-1.8,0.1,0.0,-0.1,-1.7,-1.2,-1.5,-3
COC(=O)Cc1ccc(NC(=S)NCCO)cc1,3,2,0,0.5,0.9,1.1,0.9,1.8,-0.3,-0.6,2
CCOC(=O)C1C(c2ccccc2)C(C(=O)OCC)C1c1ccccc1 (stereo unspecified),-4,1,-15,-0.1,2.3,0.6,0.0,0.8,-1.6,-3.5,-3
CNc1ncc(C(=O)C(C)(C)C)s1,7,-3,-2,0.5,0.7,1.8,0.7,0.6,-1.1,-0.2,0
Cc1ccc(Cl)cc1NC(=O)COC(=O)CC1CCCCC1,-12,1,2,-1.0,2.7,0.0,-0.8,0.8,-0.6,-0.6,3
COCCNc1nc(-c2ccccc2)nc2ccccc12,-4,4,7,-2.3,0.0,-2.1,-0.6,-3.6,-1.3,-0.2,-3
Cc1ccnc(NC(=O)Nc2ccc3c(c2)OCO3)c1,-4,1,2,2.7,5.8,1.9,-0.1,12*,-0.8,2.2,6
Cc1cc(N=NC(=O)c2ccccc2O)c2ccccc2c1O,0,-5,2,-0.7,2.6,0.4,0.5,10,-0.7,2.3,1
CC(C)(C)NC(=O)COC(=O)c1ccc(NC(=O)CC#N)cc1,-34,2,2,0.1,4.0,-0.8,0.2,0.0,-0.4,0.7,-4
COC(=O)C1C(=O)C2=C(CC1C)Nc1ccccc1NC2c1cccs1 (stereo unspecified),-1,-7,-8,-0.5,2.3,0.2,0.0,-2.1,-0.7,0.6,0
Cc1ccccc1CSc1nnc(C)c(=O)[nH]1,11,-1,-4,0.2,-0.1,1.7,-0.8,-0.9,-1.6,-0.1,-5
COCCNC(=O)c1ccccc1-c1nc(-c2ccccc2Cl)no1,1,-3,4,-1.0,-0.8,-0.3,0.0,3.1,-0.5,2.6,3
CCOc1ccc(/C=C2\SC(=S)N(NS(=O)(=O)c3ccc(C)cc3)C2=O)cc1OC,-37,1,-1,0.5,0.4,0.1,0.0,0.8,-0.8,-0.6,2
CN(C(=O)C1CCOC1)c1nnc(-c2cccnc2)s1 (stereo unspecified),4,0,-1,-0.1,0.9,1.5,1.7,3.9,-0.9,-1.1,0
CC(=O)c1ccc(NC(=O)c2ccc3c(Cl)c4c(nc3c2)CCCC4)cc1,19,-6,-1,0.1,0.9,0.9,-0.7,-0.5,-0.3,-1.5,-5
CCOC(=O)C1CCCCN1C(=O)/C(=C/c1ccc(OC)cc1)c1ccc(OC)c(OC)c1 (stereo unspecified),-7,0,-3,-0.1,1.2,-0.9,-0.1,-3.1,-1.3,-2.5,1
Cn1nnnc1SCC(=O)NNC(=O)c1ccc(Br)cc1,3,0,2,-0.2,3.6,-1.0,-0.4,4.4,-1.0,-1.2,-4
Nc1ccccc1C(=O)NNC(=O)C(=O)/C=C(\O)c1ccccc1,5,5,-5,0.8,1.4,x,-0.7,1.2,-0.5,0.8,4
COc1ncnc2c1ncn2CCCNC1CCN(Cc2ccccc2)CC1,7,2,5,0.3,-0.6,-0.2,-0.1,-2.0,-0.9,-0.2,1
O=C(N[C@H](C(=O)N1CCC[C@H]1C(=O)NC1CCCC1)C1CCCCC1)c1ccccn1,-1,9,4,0.1,x,x,0.6,2.1,-1.3,0.5,2
COc1cc(CN(C)Cc2cc(=O)oc3cc(C)c(Cl)cc23)ccc1OC(F)F,0,-6,-4,-0.4,0.6,-1.0,-0.2,-1.6,-1.2,0.4,-1
O=C(CCNS(=O)(=O)c1ccccc1F)NC1CCCCCC1,-5,1,-1,-0.1,2.8,-0.1,0.8,0.4,-1.1,2.4,-4
COc1ccc(S(=O)(=O)N2CCC3(CC2)CC(=O)c2ccccc2O3)cc1,-2,-14,-20,-3.6,-0.2,-0.7,0.5,1.4,-0.9,0.4,-1
Cc1ccc(C)c(OCC(=O)Nc2cccc(S(=O)(=O)NC3=NCCCCC3)c2)c1,1,-2,-2,-2.0,2.3,0.5,0.1,-2.2,-1.1,1.4,-2

# Following part:
SMILES,sPLA2-III inh,GC-B act,GC-A act,DAX1 inh-1,FXN GAA850 act,DAX1 inh-2,proKLK7 act,hgDAF-12 ag,ssDAF-12 act,hcDAF12 agonist,SMARCA2 act
O=c1c2ccccc2nc(/C=C/c2ccc(Br)cc2)n1CCCO,-6,-2,0,-0.4,1.9,-1.0,-1.9,-2.1,-1.2,0.6,-2
COC[C@@H]1CCCN1[C@@H]1CS(=O)(=O)N[C@H]1COCc1ccccc1,0,-3,2,0.0,x,x,0.5,-1.3,-1.3,-2.5,2
Cc1ccc(NC(=O)c2ccccc2NS(=O)(=O)c2ccc(Cl)s2)cc1,-93,2,9,-2.3,-3.2,-3.7,0.2,-4.7,-1.5,-3.9,-5
CC(OC(=O)Cn1cnc2c1c(=O)n(C)c(=O)n2C)C(=O)NC1(C#N)CCCCC1 (stereo unspecified),12,-2,-2,-0.5,-0.2,0.7,-0.4,-0.7,-1.2,-1.2,-2
Nc1nnc(SCC(=O)NNC(=O)c2ccccc2)s1,1,1,1,-0.5,0.9,-0.8,-0.2,1.5,-0.9,0.1,0
CCc1cc(-c2nc(N)ncc2-c2csc(C)n2)c(O)cc1OC,-10,-10,-12,0.7,3.8,-1.8,-0.4,-2.0,-1.7,-0.8,-2
C=CCn1c(SCCC)nc2sc3c(c2c1=O)CCc1ccccc1-3,-2,-3,-17,0.7,2.9,-0.4,0.1,0.4,0.0,3.9,0
O=C(CCCN1C(=O)C2CC=CCC2C1=O)Nc1ccccc1Cl (stereo unspecified),-1,0,4,1.2,0.8,0.5,0.0,1.0,-0.4,-2.5,3
O=C(NCc1ccccc1)c1cc(=O)nc2sc(-c3ccccc3)nn12,-3,0,3,-1.0,-1.2,-0.4,-0.5,1.5,-1.7,-1.5,1
